TDP1 inh: blocks human tyrosyl-DNA phosphodiesterase 1 | Q9NUW8 | recombinant TDP1, AlphaScreen DNA substrate cleavage | Potency, µM (series often up to 130 µM), for the others: at the top dose activity change, negative = inhibition, hits mostly inhibitors | 0.28% of 350,000 active | AID 485290; note: nearly all actives have a fitted effect of over 40% in size
Target sequence (Q9NUW8 whole entry, looked up): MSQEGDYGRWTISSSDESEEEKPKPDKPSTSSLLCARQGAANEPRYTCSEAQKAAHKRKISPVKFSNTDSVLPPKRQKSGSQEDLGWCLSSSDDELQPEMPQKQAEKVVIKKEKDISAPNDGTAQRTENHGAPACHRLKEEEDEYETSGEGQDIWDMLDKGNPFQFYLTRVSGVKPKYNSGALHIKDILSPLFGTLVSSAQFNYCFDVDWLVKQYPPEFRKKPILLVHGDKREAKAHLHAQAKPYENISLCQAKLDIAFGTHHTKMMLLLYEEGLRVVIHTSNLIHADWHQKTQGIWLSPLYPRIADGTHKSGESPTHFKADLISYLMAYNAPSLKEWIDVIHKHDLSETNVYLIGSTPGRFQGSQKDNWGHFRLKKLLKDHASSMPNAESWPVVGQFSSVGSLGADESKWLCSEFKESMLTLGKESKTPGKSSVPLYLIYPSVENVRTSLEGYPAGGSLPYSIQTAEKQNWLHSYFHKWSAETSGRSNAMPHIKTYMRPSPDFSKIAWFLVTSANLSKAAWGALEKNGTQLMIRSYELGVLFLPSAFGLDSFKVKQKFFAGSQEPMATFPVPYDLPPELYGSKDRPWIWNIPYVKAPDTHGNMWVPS
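Steps: enzyme plus compound, 15 min RT; add biotin/phosphotyrosine-FITC oligonucleotide (15 nM final), react 5 min; add donor/acceptor beads (10 ug/ml final), 10 min; read AlphaScreen. Tdp1 at 1 nM final.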
N370S GC: N370S glucocerebrosidase modulation, Gaucher chaperone candidate; P04062; N370S GC spleen homogenate, 4MU-glucoside fluorescence; Potency, µM (top dose mostly 59.4 µM), inactives show at the top dose activity change, negative = inhibition, usual class: inhibitors; 0.092% of 330,000 active; AID 2101;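 note: 0% = full enzyme activity and -100% = no enzyme basal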
FEN1 inh: human FEN1 inhibition; P39748; Recombinant FEN1 flap cleavage, fluorescence, 15 min; Potency, µM (titrated, usually from 114 µM), for inactives: at the highest dose activity change, negative = inhibition, usual class: inhibitors; 0.35% of 390,000 active; AID 588795; note: nearly all actives have a fitted effect of over 65% in size
Target sequence (P39748 whole entry, looked up): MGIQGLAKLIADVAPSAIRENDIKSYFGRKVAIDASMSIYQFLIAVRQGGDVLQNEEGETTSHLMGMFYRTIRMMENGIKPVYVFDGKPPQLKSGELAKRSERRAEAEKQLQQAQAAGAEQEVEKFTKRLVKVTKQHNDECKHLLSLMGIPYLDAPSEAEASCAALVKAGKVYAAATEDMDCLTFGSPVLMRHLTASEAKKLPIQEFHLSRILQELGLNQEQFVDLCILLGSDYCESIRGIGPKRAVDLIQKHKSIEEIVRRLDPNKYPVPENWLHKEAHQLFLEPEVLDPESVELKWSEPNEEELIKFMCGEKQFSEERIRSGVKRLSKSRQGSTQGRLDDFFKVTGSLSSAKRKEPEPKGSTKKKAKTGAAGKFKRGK
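Steps: FEN1 (10 nM) dispensed; compound added by pin tool; 15 min at room temperature; substrate added to 50 nM final; reads at 0 min and 15 min; data normalized and fitted (four-parameter Hill).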
An asterisk follows results filed as active; & = joins results of further samples; [ ] = remark or other dose. Calls come from the whole dose curve; as a rule, active = well fitted curve in the direction sought with a large enough effect; inconclusive = small, poorly fitted or top-dose-only effect, or another doubt; inactive = no such curve, though single readings can be large; an effect the other way counts as inactive or inconclusive. Unless noted, % is set by controls: 0 for no effect and ±100 for the full control effect; potency is the fitted concentration of half-maximal effect.

Results for O=C1N[C@@H](Cc2cnc[nH]2)C(=O)N2CCC[C@@H]12 ?
TDP1 inh: 5%; N370S GC: 6%; FEN1 inh: -8%

What do the screens show for `Cc1ccc(C)c(C(=O)N(C)CC(=O)Nc2ccccc2C(F)(F)F)c1`?
TDP1 inh: 3%; N370S GC: 8%; FEN1 inh: -7%

What do the screens show for `O=C(CSc1nnc2ccccn12)NNC(=O)c1cccc(Cl)c1`?
TDP1 inh: 1%; FEN1 inh: 9%

Results for COc1ccc(C(C)=O)cc1CC(=O)Nc1ccccc1-c1ccccc1 ?
TDP1 inh: -10%; N370S GC: 27%; FEN1 inh: 45%[activator]

How did O=C(COC(=O)CNC(=O)c1ccc(Cl)c([N+](=O)[O-])c1)NNC(=O)c1cccs1 do in these assays?
TDP1 inh: 1%; N370S GC: 1%; FEN1 inh: 3%

What do the screens show for `O=C(CCc1ccccc1)NNC(=O)c1ccccc1F`?
TDP1 inh: 4%; N370S GC: 0%; FEN1 inh: 7%

How did O=C(O)CC(c1ccc(Cl)cc1)N1Cc2ccccc2C1=O (stereo not given) do in these assays?
N370S GC: -20%; FEN1 inh: 7%

How did CC(=O)c1cc(CN2CCN(CCc3ccccc3)C(CCO)C2)cs1 (stereo not given) do in these assays?
TDP1 inh: 0%; N370S GC: -7%; FEN1 inh: 3%

How did Cc1cc(C)cc(OCC(=O)Nc2nc3c(s2)CC(C(C)(C)C)CC3)c1 (stereo not given) do in these assays?
TDP1 inh: 6%; FEN1 inh: 3%

What do the screens show for `COc1ccc(OCC(=O)OCC(=O)NC2CCCC2)cc1`?
TDP1 inh: 0%; FEN1 inh: 14%

How did CC(=O)c1cnc2c(-c3ccccc3)c(C)nn2c1C do in these assays?
TDP1 inh: -11%[56.1 µM]; N370S GC: 0%; FEN1 inh: 0%

Results for O=C(NCc1ccc2c(c1)OCO2)C1COc2ccccc2O1 (stereo not given) ?
TDP1 inh: 5%[56.1 µM]; N370S GC: 5%; FEN1 inh: -8%

How did CCOc1ccc2nc(SCC(=O)NC3CC3)sc2c1 do in these assays?
TDP1 inh: 0%; N370S GC: -6%; FEN1 inh: -10%

Results for CC(C)NC(=O)CN1C(=O)c2cccnc2Sc2ccccc21 ?
TDP1 inh: 1%; FEN1 inh: -4%

Results for CCOC(=O)C1CCCN(CC(=O)Nc2c(F)c(F)c(F)c(F)c2F)C1 (stereo not given) ?
TDP1 inh: 0%; N370S GC: -10%; FEN1 inh: -2%

How did Cn1c(SCC(=O)NCc2ccc3c(c2)OCO3)nnc1-c1cccs1 do in these assays?
TDP1 inh: 4%; N370S GC: 4%; FEN1 inh: -11%

What do the screens show for `Cc1cccc(C)c1NC(=O)CN(C)CC(=O)Nc1ccccc1Br`?
TDP1 inh: 6%; N370S GC: -16%; FEN1 inh: 0%

Results for Cc1ccccc1C(=O)NC(=S)Nc1ncccn1 ?
TDP1 inh: 3%; N370S GC: -4%; FEN1 inh: -16%

Results for CCN(CC)c1nc(-c2ccc(C(C)(C)C)cc2)nc2ccccc12 ?
TDP1 inh: 5%[2.28 µM]; FEN1 inh: -25%

What do the screens show for `Cc1ccc(C(=O)NCC(=O)OCCOc2ccccc2Cl)cc1`?
TDP1 inh: -2%; N370S GC: 6%; FEN1 inh: 0%

Results for COc1ccc(CCNC(=O)CSc2nnc(-c3cccc(F)c3)o2)cc1OC ?
TDP1 inh: 5%; N370S GC: 2%; FEN1 inh: -6%

How did CCC(=O)OCCn1c(=O)c2ccccc2c2ccccc2c1=O do in these assays?
TDP1 inh: 1%; N370S GC: -5%; FEN1 inh: 10%

How did CNS(=O)(=O)c1cn(CC(=O)Nc2ccc(C)c(N(C)C)c2)cc1S(=O)(=O)NC do in these assays?
TDP1 inh: 3%; FEN1 inh: 21%

Results for COc1ccc(-c2cc([C@H]3[C@@H]4C=CCC[C@@]4(C)C(=O)N3Cc3ccccc3)ccc2F)cc1OC ?
TDP1 inh: 5%; N370S GC: 10%; FEN1 inh: -26%

Results for C=CCc1ccccc1OCC(=O)O ?
N370S GC: 21%; FEN1 inh: -6%

What do the screens show for `CC/C(=C/c1sc2ccccc2[n+]1CC)SC`?
TDP1 inh: 3%; N370S GC: 1%; FEN1 inh: -4%

Results for CN1CCN(c2ccc(S(=O)(=O)N3CCCCC3)cn2)CC1 ?
TDP1 inh: 4%; N370S GC: -3%; FEN1 inh: -1%

Results for O=C(Nc1cccc(F)c1)NC1CCCc2ccccc21 (stereo not given) ?
TDP1 inh: 0%; N370S GC: -6%; FEN1 inh: -4%

How did Cc1ccccc1N(CC(=O)NC1CCCC1)C(=O)CS(=O)CC(=O)Nc1ccc2c(c1)OCO2 (stereo not given) do in these assays?
TDP1 inh: 7%; N370S GC: -3%; FEN1 inh: 11%

How did CCOC(=O)c1cc(C#N)c(Nc2ccccc2OC)nc1C(F)(F)F do in these assays?
TDP1 inh: -6%; N370S GC: 3%; FEN1 inh: -2%

What do the screens show for `COc1ccc(S(=O)(=O)CCC(=O)Nc2cc(C)ccc2OC)cc1`?
TDP1 inh: 0%; N370S GC: -1%; FEN1 inh: -4%

What do the screens show for `CN1CCN(c2cc(-c3ccccc3)nc3cc(-c4ccc(F)cc4)nn23)CC1`?
TDP1 inh: 3%; N370S GC: inconclusive; FEN1 inh: -1%

What do the screens show for `Cn1nc([N+](=O)[O-])nc1Oc1ccccc1`?
TDP1 inh: 9%; N370S GC: 0%; FEN1 inh: -3%

How did COc1ccc(C)cc1NC(=O)c1ccc(CN2CCc3ccccc3C2)cc1 do in these assays?
N370S GC: -7%; FEN1 inh: -15%

What do the screens show for `COc1ccc(NC(=O)c2c3c(nc4ccccc24)CCN(Cc2ccccc2)C3)c(OC)c1`?
TDP1 inh: 8%; N370S GC: -13%; FEN1 inh: 3%

What do the screens show for `COCCCNc1nc2c(c(=O)n(C)c(=O)n2C)n1Cc1ccccc1`?
TDP1 inh: 4%; FEN1 inh: 19%

How did CS(=O)(=O)c1cccc(NC(=O)C2CC2)c1 do in these assays?
TDP1 inh: -1%; N370S GC: 3%; FEN1 inh: -9%

Results for O=C(/C=C/c1ccc([N+](=O)[O-])cc1)OCC(=O)N1CCOCC1 ?
TDP1 inh: 1%; FEN1 inh: -1%

How did OC[C@@H]1CCCN1Cc1cn(-c2ccccc2)nc1-c1ccc2c(c1)OCO2 do in these assays?
TDP1 inh: 3%; N370S GC: -5%; FEN1 inh: 12%

What do the screens show for `CC(C)NC(=O)C1CCN(C(=O)N2CC(C)Oc3ccccc32)CC1` (stereo not given)?
TDP1 inh: -5%; FEN1 inh: 1%

A stretch from further up:
Results for COc1ccc(CCNC(=O)CSc2nnc(-c3cccc(F)c3)o2)cc1OC ?
TDP1 inh: 5%; N370S GC: 2%; FEN1 inh: -6%

How did CCC(=O)OCCn1c(=O)c2ccccc2c2ccccc2c1=O do in these assays?
TDP1 inh: 1%; N370S GC: -5%; FEN1 inh: 10%

How did CNS(=O)(=O)c1cn(CC(=O)Nc2ccc(C)c(N(C)C)c2)cc1S(=O)(=O)NC do in these assays?
TDP1 inh: 3%; FEN1 inh: 21%

Results for COc1ccc(-c2cc([C@H]3[C@@H]4C=CCC[C@@]4(C)C(=O)N3Cc3ccccc3)ccc2F)cc1OC ?
TDP1 inh: 5%; N370S GC: 10%; FEN1 inh: -26%

The listing picks up with the two entries that preceded the break.
How did OC[C@@H]1CCCN1Cc1cn(-c2ccccc2)nc1-c1ccc2c(c1)OCO2 do in these assays?
TDP1 inh: 3%; N370S GC: -5%; FEN1 inh: 12%

What do the screens show for `CC(C)NC(=O)C1CCN(C(=O)N2CC(C)Oc3ccccc32)CC1` (stereo not given)?
TDP1 inh: -5%; FEN1 inh: 1%

How did Cc1cccc(C(=O)Nc2ccccc2C(=O)OCc2c(C)noc2C)c1 do in these assays?
TDP1 inh: -8%; N370S GC: 3%; FEN1 inh: inconclusive

What do the screens show for `CN1CCN(C=Nc2nc3ccccc3nc2N2CCCC2)CC1`?
TDP1 inh: 3%; N370S GC: 6%; FEN1 inh: -7%

What do the screens show for `CC(=O)N(c1ccc(Cl)cc1)c1c[nH]c2ccccc12`?
TDP1 inh: 1%; N370S GC: -3%; FEN1 inh: -4%

What do the screens show for `CSc1oc(-c2cccs2)nc1S(=O)(=O)c1ccccc1`?
N370S GC: 22%; FEN1 inh: -15%

Results for CCOc1ccc(NS(=O)(=O)c2ccc(NS(=O)(=O)c3ccc(SC)cc3)cc2)cc1 ?
TDP1 inh: 5%; N370S GC: -2%; FEN1 inh: -21%

What do the screens show for `CC(C)CNC(=O)C(=O)NNC(=O)c1ccco1`?
TDP1 inh: 2%; N370S GC: 0%; FEN1 inh: -6%

How did Cc1ccccc1NC(=O)Cn1cc(C(=O)C2CC2)c2ccccc21 do in these assays?
TDP1 inh: -5%; N370S GC: -16%; FEN1 inh: 3%

Results for CCOc1nc(Nc2cc(Cl)ccc2OC)nc(OCC)n1 ?
TDP1 inh: 0%; N370S GC: 1%; FEN1 inh: -6%

Results for O=C(CNC(=O)c1ccco1)OCc1ccc(C(=O)Oc2ccccc2)cc1 ?
TDP1 inh: -2%; N370S GC: 16%; FEN1 inh: -10%

Results for O=C(NCc1ccccc1F)C1CCCN(C(=O)Nc2ccc(F)cc2)C1 (stereo not given) ?
TDP1 inh: 1%; N370S GC: -1%; FEN1 inh: -11%

What do the screens show for `O=S(=O)(NCC(c1ccco1)S(=O)(=O)c1ccccc1)c1cc(F)ccc1F` (stereo not given)?
TDP1 inh: 3%; FEN1 inh: -7%

What do the screens show for `CC(C)CCNC(=O)CNC(=S)N(Cc1ccccc1)Cc1cccnc1`?
TDP1 inh: 1%; N370S GC: inconclusive; FEN1 inh: 12%

What do the screens show for `CCCCC/C=C\C\C=C/C=C/C=C/[C@@H](SCC(NC(C)=O)C(=O)O)[C@@H](O)CCCC(=O)O` (stereo not given in full)?
TDP1 inh: 10%&6%; N370S GC: 11%&0%

What do the screens show for `CCOC(=O)CSc1nc(-c2ccccc2)nc2ccccc12`?
N370S GC: -5%; FEN1 inh: -17%

How did CN1CCN(CCCNC(=O)CCc2nnc3n(Cc4ccccc4Cl)c(=O)c4ccccc4n23)CC1 do in these assays?
TDP1 inh: 5%; N370S GC: -13%; FEN1 inh: 4%

What do the screens show for `O=C(c1cc(Br)c(Br)s1)N1CCN(C/C=C/c2ccccc2)CC1`?
TDP1 inh: 7%; N370S GC: -7%; FEN1 inh: -23%

Results for Cc1csc(=O)n1CCC(=O)OCC(=O)N(CC(C)C)c1c(N)n(Cc2ccccc2)c(=O)[nH]c1=O ?
TDP1 inh: 5%[56.1 µM]; N370S GC: 2%; FEN1 inh: 0%

Results for CCC/C=C1/CCCOC(C(=O)NCCNCCO)(C(F)(F)F)C1 (stereo not given) ?
TDP1 inh: 7%; N370S GC: -16%; FEN1 inh: -1%&-5%

How did CC(NC(=O)c1ccc(CS(=O)(=O)c2ccc(Cl)cc2)o1)c1ccc2c(c1)OCCO2 (stereo not given) do in these assays?
TDP1 inh: 2%; N370S GC: 5%; FEN1 inh: 8%

Results for CC(=O)Nc1nonc1NC(=O)CSc1ncn[nH]1 ?
TDP1 inh: 5%; N370S GC: 1%; FEN1 inh: -2%

What do the screens show for `Cc1c(Cl)cnc(NC(=O)COC(=O)c2cc3c(s2)CCC(C)C3)c1Cl` (stereo not given)?
TDP1 inh: 0%; N370S GC: 1%; FEN1 inh: -10%

What do the screens show for `O=c1c2ccccc2nc(SCc2ccccc2Cl)n1Cc1ccccc1`?
TDP1 inh: -2%; N370S GC: 20%; FEN1 inh: -22%

Results for COc1ccccc1C(=O)Nc1ccc2c(c1)nc(CN1CCCCC1)n2C ?
TDP1 inh: 1%&5%; N370S GC: -19%; FEN1 inh: 5%&6%

How did CC(Oc1ccc(Br)cc1)C(=O)N1CCN(c2ccccn2)CC1 (stereo not given) do in these assays?
TDP1 inh: 4%; N370S GC: -6%; FEN1 inh: 3%

How did COCCNC(=O)/C(C#N)=C/c1c(N2CC(C)OC(C)C2)nc2ccccn2c1=O (stereo not given) do in these assays?
TDP1 inh: -2%; N370S GC: -3%; FEN1 inh: 0%

Results for COc1ccc([N+](=O)[O-])cc1C1NN=C(c2cccc3ccccc23)S1 (stereo not given) ?
TDP1 inh: 2%; N370S GC: -1%; FEN1 inh: -1%

How did CCP(=O)(c1cccc([N+](=O)[O-])c1)c1cccc([N+](=O)[O-])c1 do in these assays?
TDP1 inh: 5%; N370S GC: -2%; FEN1 inh: 4%

Results for Nc1nc2nonc2nc1N1CCCCC1 ?
TDP1 inh: 4%; N370S GC: 3%; FEN1 inh: 2%

How did CC(C)CC(=O)NC(NC(=O)CC(C)C)c1cccc([N+](=O)[O-])c1 do in these assays?
TDP1 inh: 9%; N370S GC: 3%; FEN1 inh: -14%

Results for COc1ccc(NCc2cc3cc4c(cc3n(CC(=O)Nc3ccc(C)cc3C)c2=O)OCO4)cc1 ?
TDP1 inh: 3%; FEN1 inh: -1%

What do the screens show for `O=C(COC(=O)c1c[nH]c2ccccc12)Nc1ccc([N+](=O)[O-])cc1`?
TDP1 inh: 1%; FEN1 inh: -4%

What do the screens show for `CCc1cccc(NC(=O)CCS(=O)(=O)c2cc3c(cc2C)NC(=O)CO3)c1`?
N370S GC: -5%; FEN1 inh: -15%

What do the screens show for `CC(C)C(OC(=O)c1cc2c(s1)CCCCC2)C(=O)NC(N)=O` (stereo not given)?
TDP1 inh: 3%; N370S GC: 11%; FEN1 inh: 3%
